# Source: PubChem BioAssay
# APP 5UTR inh – inhibitors of APP translation via 5'UTR reporter, primary screen, APP 5'UTR luciferase, SH-SY5Y cells; 190,000 compounds, 0.82% hits; SH-SY5Y APP 5'UTR-luciferase reporter, luminescence; AID 1285, 2008; inhibition, % at 2 µM;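 active = inhibition above a set limit, derived from the sample mean plus 3 SD, cut at about 45% in these data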; also: values of inactives mirror those of a sister screen read the other way
# G6PDH CS – L. mesenteroides G6PDH inhibitors, counter-screen for G6PDH-coupled screening assays, biochemical, Leuconostoc mesenteroides enzyme. glucose-6-phosphate dehydrogenase [Leuconostoc mesenteroides]. Purified L. mesenteroides G6PDH, diaphorase/resazurin coupled fluorescence, 45 min. inhibition, % at 5 µM. 200,000 compounds, 0.12% hits; in the data active = inhibition above about 50%
# DTT redox prof – compounds producing H2O2 with reducing agent – biochemical, NIH compound library profiling, artefact control for MLSCN library redox annotation, primary screen; DTT-dependent redox cycling H2O2, phenol red/HRP absorbance; 100% = 100 µM peroxide control, 0% = buffer; activation, % at 10 µM; 200,000 compounds, 0.03% hits; AID 878, 2007;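 active = activation of at least 50% relative to the plate's high and low controls in the primary single-dose screen; inactive = activation below 50%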;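 also: compound incubated with DTT at 0.8 mM final as the reducing agent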
# APP 5'UTR act – activators of APP 5'UTR luciferase reporter, primary screen, SH-SY5Y cells | SH-SY5Y APP 5'UTR luciferase reporter, luminescence; zero percent = DMSO vehicle wells | activation, % at 2 µM | 190,000 compounds, 1% hits | AID 1276, 2008;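 active = activation above a set limit, based on mean plus 3 SD of controls, cut at about 140% in these data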; also: values of inactives mirror those of a sister screen read the other way
# Hsp70 activator – Hsp70 transcriptional activators, primary screen, cell-based, HeLa, Hsp70 promoter luciferase, luminescence, 10 µM; HeLa Hsp70 promoter luciferase reporter; scaled: vehicle 0, proteasome-inhibitor control 100%; AID 1203, 2008; activation, % at 10 µM; 200,000 compounds, 0.04% hits;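 active = activation above the mean across all tested compounds plus 3 SD, cutoff set per campaign, cut at about 5.5% in these data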;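 also: 100% = MG132 at 30 µM as the positive control and 0% = DMSO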
# FLuc act counter – FLuc activators, initial screening, artefact control for FLuc-dependent activation tests, biochemical, ATPlite luminescence; Luciferin 4-monooxygenase (Photinus pyralis), P08659; ATPlite luciferase biochemical, 10 min; 0 = ATP-free wells, 1 = DMSO control; activation factor at 10 µM; 200,000 tested, under 10 active; AID 1027, 2008;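 active = luciferase activation factor, scaled between plate controls, of at least 2 with compound at 10 µM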
# Target sequence (P08659 whole entry, looked up): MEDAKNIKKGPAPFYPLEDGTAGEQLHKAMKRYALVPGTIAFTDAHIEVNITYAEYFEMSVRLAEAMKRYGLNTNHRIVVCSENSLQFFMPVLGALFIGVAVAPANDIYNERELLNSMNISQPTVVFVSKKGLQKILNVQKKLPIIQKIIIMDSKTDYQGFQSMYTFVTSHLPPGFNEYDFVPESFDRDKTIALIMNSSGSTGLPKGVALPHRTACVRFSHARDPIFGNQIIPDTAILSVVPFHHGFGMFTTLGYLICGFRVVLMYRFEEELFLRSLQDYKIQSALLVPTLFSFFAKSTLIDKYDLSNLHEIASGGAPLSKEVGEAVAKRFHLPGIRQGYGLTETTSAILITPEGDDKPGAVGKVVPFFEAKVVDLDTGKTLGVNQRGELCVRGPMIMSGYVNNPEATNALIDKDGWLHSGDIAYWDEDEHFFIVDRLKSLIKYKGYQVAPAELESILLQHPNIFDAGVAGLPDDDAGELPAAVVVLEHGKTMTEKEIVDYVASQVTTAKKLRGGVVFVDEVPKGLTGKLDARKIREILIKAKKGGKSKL
#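 System: luciferase plus luciferin reagent, cell-free; medium: PBS as buffer for the ATP substrate; dosing: test compounds dosed from 2 mM stocks in 100% DMSO; timing: 10 min post-reagent at room temperature; measured by: luminescence measurement of luciferase light output; evaluation: luciferase activation, seen as luminescence increase over controls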
# HMGR II inh – inhibitors of E. faecalis class II HMGR, primary screen, biochemical, Enterococcus faecalis; HMG-CoA reductase (Enterococcus faecalis, mvaE); purified E. faecalis HMGR, NADPH absorbance 340 nm kinetic; inhibition, % at 10 µM; 190,000 compounds, 0.41% hits;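 active = inhibition above a set limit, the median over all tested compounds plus 3 SD, cut at about 9.5% in these data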;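 also: enzyme runs in reverse so mevalonate oxidation gives rising NADPH absorbance; 0% = complete reaction with DMSO and 100% = background rate lacking mevalonate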
# NF-kB neuron act – activators of NF-kB expression in neurons, primary screen, cell-based, HTS; human neuronal cells, NF-kB reporter expression; active compounds read high; fold change at 12.5 µM; 190,000 compounds, 1.6% hits; AID 1239, 2008; in the data active = fold change above about 3.3
# STAT1 activator – STAT1 signaling activators, primary screen, cell-based, HTS, luciferase reporter. activation (% of control), % at 5.5 µM. AID 932, 2007. NIH 3T3 STAT1-luciferase reporter, IFN-gamma, luminescence; 100% = IFN-gamma alone, no compound. 200,000 compounds, 2.6% hits;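 active = activation above the screen-wide mean activation plus 3 SD, cut at about 130% in these data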;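 also: raw ratio to IFN-gamma control signal so 100% means no change and 0% no light; values of inactives mirror those of a sister screen read the other way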
# FLuc inhib CS – firefly luciferase enzyme inhibitors, primary screen, artefact control for luciferase-based inhibitor screens, biochemical, luminescence, ATPLite; inhibition, % at 10 µM; Luciferin 4-monooxygenase (Photinus pyralis), P08659; 10 min; 200,000 compounds, 1.5% hits;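 active = inhibition above about 50% when tested at 10 µM, limit read from the data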
# * hit, by the source's call.
SMILES,APP 5UTR inh,G6PDH CS,DTT redox prof,APP 5'UTR act,Hsp70 activator,FLuc act counter,HMGR II inh,NF-kB neuron act,STAT1 activator,FLuc inhib CS
COc1cc(C)c(Cl)cc1S(=O)(=O)NC1CC(C)(C)NC(C)(C)C1,-20,13,0.7,20,0.1,1.1,1,0.98,98,-12
COc1ccc(CCNC(=O)CCSc2nc(-c3ccco3)cc(C(F)(F)F)n2)cc1OC,-8,9,2.5,8,-0.5,1,-3,0.56,94,-4
Cc1ccc(Cl)cc1NC(=O)COC(=O)C1CC1,7,8,-0.7,-7,0.4,1.1,-1,1.1,94,-8
O=C(CCl)N1N=C(c2ccco2)CC1c1cccs1 (centres undefined),6,-8,0.5,-6,-0.4,1,-2,0.24,79,3
CN(C(=O)CCc1ccccc1)c1nnc(-c2ccncc2)s1,-13,2,-0.3,13,-0.2,1.1,1,1.3,99,-6
Cc1nc([N+](=O)[O-])c(NCCO)n1Cc1ccccc1,-3,-3,-0.9,3,-0.3,1,-8,1.2,100,-5
COc1ccc(NC(=O)C/C(C)=N/NC(=O)C(=O)Nc2cccc(Cl)c2C)c(OC)c1,4,13,-0.1,-4,0.1,1,-3,1,108,3
CCSc1nc2sc3c(c2c(=O)[nH]1)CCc1ccccc1-3,17,-43,0.0,-17,-0.3,1,-3,0.75,101,-4
C[C@@H]1C=C(C(=O)N2CCN(C)CC2)O[C@H](OCc2ccc(CO)cc2)C1,5,8,-1.6,-5,0.0,1,-2,1.3,97,-4
C#CCOCCOCCOCCNc1nc(N2CCN(C(=O)[C@H](CCC(=O)O)n3cc(C(N)CC(C)C)nn3)CC2)nc(N2CCN(C(=O)[C@H](Cc3ccc(O)cc3)n3cc(C(N)[C@H](C)CC)nn3)CC2)n1 (some centres undefined),6,9,1.0,-7,-0.1,1.1,-3,1.3,104,-6
CCS(=O)(=O)NCC(c1cccnc1)N1CCN(c2ccccc2)CC1 (centres undefined),-7,-2,-0.5,7,-0.1,1.1,0,1.3,103,-10
COC(=O)C1=C(N)Oc2cc(C)n(CC3CCCO3)c(=O)c2C1c1ccccc1OC (centres undefined),0,6,1.0,0,-0.2,1.1,1,1.1,96,-8
O=[N+]([O-])c1ccc(N/N=C2\CC3CC=CC23)c([N+](=O)[O-])c1 (centres undefined),10,0,0.6,-10,-0.3,1,1,1,76,2
COc1ccc(-c2nc(N)sc2C2(O)C(=O)Nc3c(Br)cc(F)cc32)cc1OC (centres undefined),6,13,-1.9,-6,-0.1,1.1,-6,1,110,-8
Cc1ccc(C)c(NC(=S)NC(NC(=O)Cc2cccc3ccccc23)C(Cl)(Cl)Cl)c1 (centres undefined),-13,6,0.4,13,0.1,1,-2,1.1,101,-4
CN(C)c1ccnc(-n2cccc2/C=N/OCc2ccc(F)cc2Cl)c1C#N,3,1,-0.1,-3,-0.2,1.1,3,1,97,-7
Cc1cccc(/N=C/c2c(O)ccc3oc4c(c23)CCCC4)n1,6,0,-0.1,-6,-0.2,1.1,-1,1.1,93,-7
CC1CCCCC12NC(=O)N(CC(=O)NC(=O)Nc1ccc3c(c1)OCCO3)C2=O (centres undefined),-78,0,0.0,78,-0.2,0.7,-1,1.1,132*,33
CCOc1ccc(S(=O)(=O)NCc2csc(C)n2)cc1,-13,-9,-0.1,13,-0.2,1,1,0.99,87,-1
CC1=Nc2ccccc2N=C(NC(=O)CSc2nnnn2-c2ccccc2)C1c1ccccc1 (centres undefined),4,12,3.6,-4,-0.4,1,4,0.78,98,-3
O=C(COc1ccc2c3c(c(=O)oc2c1)CCC3)NC1CCCCC1,-10,18,0.0,10,0.1,1,-4,1.3,101,-4
O=C(Cc1ccccc1)NC1CCN(S(=O)(=O)c2cccc(F)c2)CC1,-6,5,-0.4,6,-0.2,1,2,1.7,106,-3
COc1ccc(S(=O)(=O)NC(C)CCc2ccccc2)cc1 (centres undefined),-21,15,0.2,21,-0.1,1,7,1.1,95,-4
FC(F)Oc1ccc(-c2csc(Cc3nnc4n3CCCCC4)n2)cc1,0,7,0.8,1,0.5,1.1,-5,1,102,-8
COCCN1CCN(c2c3c(nc4cc(-c5cccc(F)c5)nn24)CCC3)CC1,14,1,0.3,-13,0.0,1,-1,0.35,100,-4
Cc1csc(NC(=O)C2C3C=CC(C3)C2C(=O)O)n1 (centres undefined),-19,9,0.5,19,-0.4,1,-2,1.2,101,-2
Cn1cnnc1SCc1ccc(C(=O)N/N=C/c2cccs2)cc1,23,-2,-2.0,-23,-0.3,0.4,-7,1.1,97,65*
COc1ccc(CCN(C(=O)c2ccco2)C(C(=O)NC2CCCC2)c2ccncc2)cc1OC (centres undefined),12,10,-0.5,-12,-0.1,1,-1,1,88,-2
Cc1cc(Cl)cc(Cl)c1OCC(=O)NCc1ccco1,-1,8,2.5,1,0.0,1,-3,0.85,102,-5
N#Cc1c(NCCCO)nc(NCc2ccccc2)c2c1CCN(Cc1ccccc1)C2,-8,40,1.8,8,-0.2,1,3,3.3*,101,-3
Cc1cccc(C)c1NC(=O)c1c(C)nn(-c2ccccc2)c1Cl,-20,8,-6.6,20,-0.1,1.1,2,1.1,105,-8
O=C(NC(=S)Nc1ccccc1N1CCOCC1)c1ccc([N+](=O)[O-])cc1,-2,-5,0.3,2,0.1,1.1,2,1,105,-6
O=C(COc1ccc(Cl)cc1Cl)Nc1ccc(S(=O)(=O)NC2=NCCCCC2)cc1,-2,-5,0.1,2,-0.3,1,-4,0.81,104,-4
CCOC(=O)C1=C(C)N=C2SC(C)C(=O)N2C1/C=C/c1ccccc1OC (centres undefined),4,9,2.2,-4,-0.4,1,-4,1,95,-3
COc1ccc(CN2C(=O)NC(C)(c3ccc(C)cc3)C2=O)cc1F (centres undefined),0,7,-0.3,0,0.0,1,-3,1.6,98,-1
O=C(NCCCN1CCN(CCCNC(=O)c2ccc(F)cc2)CC1)c1ccc(F)cc1,-2,2,2.9,2,-0.1,1,-7,1.1,99,0
Cc1n[nH]c(C)c1S(=O)(=O)N1CCC(C(=O)O)CC1,2,0,-0.3,-2,-0.5,1.1,-3,0.98,101,-7
C1=C(CCNCC2CC2)CCCC1,-7,2,0.9,7,-0.5,1.1,-1,1.1,101,-6
Cc1cc(Cl)ccc1NC(=S)NCCCN1CCCC1=O,-9,3,-0.3,9,-0.4,1.1,-2,1.1,99,-7
CCOc1ccccc1Oc1c(C)oc2cc(OC(=O)c3ccco3)ccc2c1=O,5,6,-1.1,-5,-0.1,1,-3,1.1,93,-4

# Entries of single compounds from above. Order of screens: APP 5UTR inh | G6PDH CS | DTT redox prof | APP 5'UTR act | Hsp70 activator | FLuc act counter | HMGR II inh | NF-kB neuron act | STAT1 activator | FLuc inhib CS
# Results for Cc1cccc(C)c1NC(=O)c1c(C)nn(-c2ccccc2)c1Cl : -20 | 8 | -6.6 | 20 | -0.1 | 1.1 | 2 | 1.1 | 105 | -8
# Results for O=C(NC(=S)Nc1ccccc1N1CCOCC1)c1ccc([N+](=O)[O-])cc1 : -2 | -5 | 0.3 | 2 | 0.1 | 1.1 | 2 | 1 | 105 | -6
# Results for O=C(NCCCN1CCN(CCCNC(=O)c2ccc(F)cc2)CC1)c1ccc(F)cc1 : -2 | 2 | 2.9 | 2 | -0.1 | 1 | -7 | 1.1 | 99 | 0
# Results for C1=C(CCNCC2CC2)CCCC1 : -7 | 2 | 0.9 | 7 | -0.5 | 1.1 | -1 | 1.1 | 101 | -6

# New compounds follow
SMILES,APP 5UTR inh,G6PDH CS,DTT redox prof,APP 5'UTR act,Hsp70 activator,FLuc act counter,HMGR II inh,NF-kB neuron act,STAT1 activator,FLuc inhib CS
CCCn1c(SCC(=O)Nc2nc(C)c(C(=O)OC)s2)nnc1C(C)C,-8,0,2.3,8,0.0,1,1,0.96,100,-4
Cc1ccc(-c2nnn(CC(=O)N(c3ccccc3F)C(C(=O)NC3CCCC3)c3ccco3)n2)o1 (centres undefined),-14,8,0.3,14,0.2,1.1,1,0.79,100,-11
CCn1cnc2cc(NCc3ccc(C)cc3)ccc21,-87,24,0.5,87,0.4,1,-1,2.4,136*,2
CC(=O)Nc1cc(C)c(S(C)(=O)=O)c(C)c1,-16,6,-0.5,16,-0.6,1,1,1.2,104,-3
COc1ccc(Cc2nnc(SCC(=O)NCCc3ccccc3)o2)cc1,24,7,-0.6,-24,-0.3,1.1,-1,1.2,96,-7
CN(C)S(=O)(=O)c1ccc(S(=O)(=O)NC2CCOC(C)(C)C2)cc1 (centres undefined),-13,11,-0.4,13,-0.1,1,-8,1,97,-3
O=C(CN(CCO)c1ccccc1)Nc1ccc(Cl)c(S(=O)(=O)N2CCOCC2)c1,-7,2,-0.2,7,-0.2,1,-2,1,79,-2
CCCn1c(=O)c(C(=O)NCc2ccncc2)c(O)c2ccccc21,-12,8,0.1,12,-0.5,1.1,-1,1.3,104,-7
O=C(/C=C/c1ccccc1)c1ccc2c(c1)OCCCCO2,-147,1,-4.8,147*,0.2,0.1,-4,2.6,140*,88*
CN(C)/C=C1\N=C(c2ccc3c(c2)OCO3)OC1=O,-16,4,-0.3,16,-0.1,0.9,0,2,115,7
O=C(Cc1cccs1)Nc1nnc(SCC(=O)NC2CCCCC2)s1,10,9,2.5,-10,0.3,1.1,-8,1,96,-8
Cc1cc(C)c(NC(=O)C(C)OC(=O)c2cc(Br)c(Br)s2)c(C)c1 (centres undefined),4,-7,0.2,-4,-0.4,1,-5,1.2,91,-4
CCCCc1nc(N2CCOCC2)c(C#N)c2c1CCCC2,-7,3,0.2,7,-0.3,1.1,-3,1.5,104,-6
COc1ccccc1Nc1cc(C(=O)N2CCc3ccccc3C2)c2ccccc2n1,-8,-2,-0.4,8,-0.1,1,0,0.9,91,-2
OCC(O)CNC(=S)NC1CCCCC1 (centres undefined),-6,5,-1.0,6,0.0,1.1,0,1.1,106,-7
CCC(C)C(=O)Nc1nnc(-c2cccs2)s1 (centres undefined),-31,-2,0.3,31,0.4,1,-3,1.7,120,-1
Cn1c(=O)oc2cc(S(=O)(=O)Nc3ccccc3)ccc21,4,20,-1.9,-4,-0.2,1,3,0.98,100,0
CC(=O)c1sc(NS(=O)(=O)c2ccc(C)cc2)nc1C,-18,3,-0.9,18,0.0,1.1,0,1.2,92,-6
Cc1ccc2c(c1)C1(SCCS1)C(=O)N2,-17,3,1.0,17,0.0,1.1,5,1.1,96,-5
Cc1ccc(NC(=O)CN2c3cccc4cccc(c34)S2(=O)=O)cc1S(=O)(=O)N1CCOCC1,-1,13,-0.1,1,0.0,1.1,1,0.77,102,-5
O=C(CN1CCCCCC1)OCCN=C1NS(=O)(=O)c2ccccc21,-2,-20,3.7,2,0.2,1,0,1.5,108,-4
